AmpC detergent – AmpC beta-lactamase inhibition with detergent present. Potency, µM (highest dose often 114 µM), inactives show at the highest dose activity change, negative = inhibition, actives largely listed as inhibitors. AID 485294. P00811. hit rate 0.041% among 370,000. AmpC hydrolysis of nitrocefin, absorbance 480 nm, 0.01% Triton;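 further: potency means the concentration at half of the fitted maximal effect; 0% = no-compound wells and -100% = no-enzyme wells; nearly all actives have a fitted effect of over 25% in size; some results filed as inactive show a strong effect at the top dose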
Target sequence (P00811 whole entry, looked up): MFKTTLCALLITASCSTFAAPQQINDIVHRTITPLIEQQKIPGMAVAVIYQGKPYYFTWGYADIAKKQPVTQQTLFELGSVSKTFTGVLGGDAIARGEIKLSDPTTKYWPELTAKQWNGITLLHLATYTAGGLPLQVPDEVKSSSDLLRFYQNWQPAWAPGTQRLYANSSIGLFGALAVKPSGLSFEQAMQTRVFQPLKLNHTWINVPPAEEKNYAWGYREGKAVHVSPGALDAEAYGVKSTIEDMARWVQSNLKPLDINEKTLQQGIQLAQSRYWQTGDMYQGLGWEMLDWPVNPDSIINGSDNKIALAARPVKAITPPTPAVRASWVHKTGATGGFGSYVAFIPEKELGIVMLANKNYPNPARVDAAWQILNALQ
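20 mM phosphate pH 7.0 + 0.01% (detergent screen) or 0.0001% Triton X-100; 5.3 nM AmpC reagent; cpd preinc 15 min RT; nitrocefin (800 uM stock) to start; A480 q20 s × 4 min; Activity was normalised to no-enzyme and no-compound control wells.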
Shiga toxin inh – inhibitors of Shiga toxin in Vero cells. Vero cells, Shiga toxin protein synthesis inhibition reporter. inhibition, % at 38.7 µM. hit rate 9.2% among 290,000. AID 2315; in the data active means inhibition mostly above about 28%, no sharp cut-off; inactive means mostly below about 43%; further: 0% is about no effect
AMA1 RON2 block – inhibitors of Plasmodium falciparum AMA1-RON2 interaction; AlphaScreen AMA1-biotinylated RON2 peptide binding; Potency, µM (highest dose often 58.2 µM), for inactives: at the highest dose activity change, negative = inhibition, usual class: inhibitors; hit rate 0.2% among 360,000; AID 720542;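 further: potency means the concentration at half of the fitted maximal effect; 0% = vehicle wells and -100% = peptide control; nearly all actives have a fitted effect of over 45% in size; some results filed as inactive show a strong effect at the top dose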
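AMA1 (3D7) with his tag at 25 nM final met compounds first, then biotinylated RON2 peptide at 25 nM; detection used donor plus acceptor beads, 10 µg/mL apiece, read by AlphaScreen after 30 min at room temperature.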
CHX counter – counter-screen hit for Shiga toxin inhibitors, cycloheximide; cell reporter, cycloheximide protein synthesis inhibition counterscreen; max response, %; hit rate 12% among 300,000; in the data active means max response mostly above about 13%, no sharp cut-off; inactive means mostly below about 14%; further: read at 38.3 µM for the half of the compounds with a filed dose; 0% is about no effect
AmpC no deterg – inhibitors of E. coli AmpC beta-lactamase without detergent. P00811. AmpC nitrocefin hydrolysis, absorbance 480 nm, 0.0001% Triton. Potency, µM (highest dose often 57.1 µM), for inactives: at the top dose activity change, negative = inhibition, usual class: inhibitors. hit rate 0.52% among 330,000;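 further: potency means the concentration at half of the fitted maximal effect; plate controls were no compound for no effect and no enzyme for full effect; nearly all actives have a fitted effect of over 20% in size; some results filed as inactive show a strong effect at the top dose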
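20 mM phosphate pH 7.0 + 0.01% (detergent screen) or 0.0001% Triton X-100; 5.3 nM AmpC reagent; cpd preinc 15 min RT; nitrocefin (800 uM stock) to start; A480 q20 s × 4 min; Activity was normalised to no-enzyme and no-compound control wells.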
HCMV antiviral – inhibitors of human cytomegalovirus. HFF cells, HCMV-luciferase reporter, 72 h; active compounds read low. activity change, negative = inhibition, % at 57.5 µM. hit rate 4.5% among 410,000. AID 1259415; in the data active means activity change below about -60%; inconclusive means no clear call, values can overlap the other calls; inactive means above about -39%; further: on the % scale 0 is the no-effect control and ±100 the full control effect
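Inhibition of viral replication was scored as loss of reporter luminescence in HFFs infected with HCMV-luciferase (MOI 1 PFU/cell) for 72 h; compounds tested at 2 doses, normalized to buffer and Salinomycin controls.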
FBPA Giardia inh – blocks Giardia fructose-bisphosphate aldolase activity. A8B2U2. purified Giardia FBPA. Potency, µM (doses to about 59.6 µM), for inactives: top-dose activity, negative = inhibition, hits mostly inhibitors. hit rate 0.71% among 290,000. AID 2451; further: potency means the concentration at half of the fitted maximal effect; on the % scale 0 is the no-effect control and ±100 the full control effect; nearly all actives have a fitted effect of over 55% in size
Target sequence (A8B2U2 whole entry, looked up): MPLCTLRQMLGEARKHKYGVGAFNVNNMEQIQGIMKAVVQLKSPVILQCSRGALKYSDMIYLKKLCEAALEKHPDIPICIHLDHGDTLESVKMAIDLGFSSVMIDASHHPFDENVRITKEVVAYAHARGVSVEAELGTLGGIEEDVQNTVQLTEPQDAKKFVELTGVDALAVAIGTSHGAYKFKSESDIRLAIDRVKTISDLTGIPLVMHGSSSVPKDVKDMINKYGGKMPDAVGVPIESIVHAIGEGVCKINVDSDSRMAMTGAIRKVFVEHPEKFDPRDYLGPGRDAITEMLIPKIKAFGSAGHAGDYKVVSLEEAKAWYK
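40 nM FBPA preincubated 10 min at RT with compound (up to 57.5 uM final), then substrate plus GAPDH/TPI/NAD/arsenate coupling and diaphorase/resazurin added. Fluorescence read after 20 min at RT, 525/598 nm.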
Starred values were filed as active, the others as inactive; u = inconclusive; x = not tested or not shown; & = joins results of further samples; [ ] = remark or other dose. Unless noted, the call rests on the fitted dose curve; in most records, active means well fitted curve in the direction sought with a large enough effect; inconclusive means small, poorly fitted or top-dose-only effect, or another doubt; inactive means no such curve, though single readings can be large; an effect the other way counts as inactive or inconclusive.

SMILES	AmpC detergent	Shiga toxin inh	AMA1 RON2 block	CHX counter	AmpC no deterg	HCMV antiviral	FBPA Giardia inh
Cc1nnc(SCC(=O)NCc2ccc(F)cc2)[nH]c1=O	1%	1	-3%	-2	-31%	-28	u
COc1cc2c(cc1OC)C(c1cc(Br)ccc1F)N(C(=O)CCl)CC2 (stereo not given)	-1%	-11	-5%	3	-1%	-93*	-6%
COC(=O)C1=C(CSc2nc3ccccc3s2)NC(=O)NC1c1ccc(F)cc1 (stereo not given)	u	13	-6%	8	-54%	19	7%
CCN/C=C(\C#N)S(=O)(=O)c1ccc(Br)cc1	1%	-4	-26%	1	-5%	31	2%
CC(=O)Nc1ccccc1NS(=O)(=O)c1cccc([N+](=O)[O-])c1	6%	-15	-4%	-3	-12%	4	-4%
O=C(N[C@H]1CCC(=O)N([C@H](CSc2ccccc2)Cc2ccccc2)CC1)OCc1ccccc1	-19%	10	-5%	7	13%	-3	-8%
CCn1c(SC(C)C(=O)NC2CCCC2)nc2cc(S(N)(=O)=O)ccc21 (stereo not given)	-6%	x	3%	x	-16%	29	x
O=C(NCCCN1CCOCC1)c1cn(-c2ccccc2)nc1-c1cccs1	-10%	-9	20%	0	58%	-5	-9%
c1ccc(N2CC3CCc4ccccc4C3=N2)cc1 (stereo not given)	-4%	64*	135%[activator]	39*	-34%	7	-11%
O=c1cc(-c2ccccc2)c2cc3c(cc2[nH]1)OCCO3	-3%	-6	-9%	-2	-21%	-5	4%
CC(NC(=O)C(=O)N/N=C/c1ccccc1)c1ccccc1 (stereo not given)	0%	25	0%	8	-9%	4	5%
Cc1occc1C(=O)N1CCN(C(c2ccccc2)c2ccccc2)CC1	-9%	7	10%	5	111%[activator]	79	3%
COc1ccc(OC)c(N2Cc3cc(C)c(C)cc3C2)c1	3%	18	-9%	14*	-2%	7	u
CCOC(=O)CN1C(=O)C2(OCCCO2)c2cc(Br)ccc21	2%	-4	3%	-1	7%	-6	7%
Cc1c(C(=O)N2CCN(c3ccc(C(F)(F)F)cn3)CC2)oc2ccccc12	u	-13	-8%	-2	24%	15	0%
COCCCNC(=O)c1ccc(NS(C)(=O)=O)cc1	-1%	-4	5%	10	x	15	-2%
COc1ccc(OC)c(NC(=O)Cn2nc(C)c3ccccc3c2=O)c1	u	6	0%	-1	-11%	u	4%
Cc1oc2ccc(O)c(CN3CCOCC3)c2c1C(C)O (stereo not given)	4%	-5	8%	-4	-10%	-8	0%
CN(C)/C=N/c1c(C#N)cnn1-c1ccc(F)c(Cl)c1	x	32	x	15	x	x	0%
Cc1ccc(S(=O)(=O)NC2=C(N3CCN(c4ccccc4F)CC3)C(=O)c3ccccc3C2=O)cc1	-4%	29	u	0	-35%	-29&1	u
COc1cc2c(cc1OC)CN(C(=O)Cc1c(F)cccc1Cl)CC2	-12%	-11	-7%	-2	10%	-38	2%
COc1ccc(-c2c(-c3cc(OC)cc(OC)c3)n(C)c3ccc(-c4ccc(S(N)(=O)=O)cc4)cc23)cc1	-4%	x	-13%	x	-30%	-16	x
O=C(Nc1ccccc1C(=O)NC(Cc1ccccc1)C(=O)NC1CCCCCC1)c1ccccc1 (stereo not given)	3%	-1	1%	-2	-11%	18	1%
CCOC(=O)N1CCN(C(=O)c2ccc(S(=O)(=O)NCc3ccco3)cc2)CC1	1%	14	-10%	4	-11%	-12	2%
Cc1ccc(NC(=O)c2cncc(Br)c2)c([N+](=O)[O-])c1	-9%	77*	-6%	11*	-17%	u	4%
CC(C)[C@H](NC(=O)c1ccc(Cl)c([N+](=O)[O-])c1)C(=O)O	1%	3	-11%	-3	0%	-14	4%
COc1ccc(Cl)cc1NC(=O)C(C)N1CCN(c2ccccn2)CC1 (stereo not given)	-9%	-6	-4%	-3	45%	-74*	5%
Cc1ccc2nc3c(c(C(=O)OCC(=O)NC4CCS(=O)(=O)C4)c2c1)CCCC3 (stereo not given)	-1%	-4	-3%	-5	-10%	39	0%
O=C(NCc1ccccc1)c1ccc2c(c1)OCCO2	-14%	26	4%	23*	-13%	126	2%
CC(C(=O)Nc1ccccc1C(=O)N1CCOCC1)N(c1ccc(Cl)cc1)S(C)(=O)=O (stereo not given)	u	11	-18%	-2	-2%	-30	4%

Retrieved by structure from the list above (2):
SMILES	AmpC detergent	Shiga toxin inh	AMA1 RON2 block	CHX counter	AmpC no deterg	HCMV antiviral	FBPA Giardia inh
CN(C)/C=N/c1c(C#N)cnn1-c1ccc(F)c(Cl)c1	x	32	x	15	x	x	0%
O=C(Nc1ccccc1C(=O)NC(Cc1ccccc1)C(=O)NC1CCCCCC1)c1ccccc1 (stereo not given)	3%	-1	1%	-2	-11%	18	1%

The listing continues:
SMILES	AmpC detergent	Shiga toxin inh	AMA1 RON2 block	CHX counter	AmpC no deterg	HCMV antiviral	FBPA Giardia inh
Cc1csc(NC(=O)CSC2=NS(=O)(=O)c3cc(F)ccc3N2)n1	-15%	x	-4%	x	11%	-6	x
NS(=O)(=O)c1cccc(NC(=O)COC(=O)CCSc2ccccc2)c1	-14%	17	3%	-3	-28%	-37	-5%
Cc1ccc(CNC(=O)Nc2ccc(OC(F)(F)F)cc2)n1C	-14%	-11	10%	-5	1%	-15	-5%
CCN(C(=O)CN1CCN(S(=O)(=O)c2ccccc2C(F)(F)F)CC1)c1c(N)n(Cc2ccccc2)c(=O)[nH]c1=O	-9%	6	6%	-5	143%[activator]	-35	2%
COc1ccc(Cc2nc3ccc(C(=O)NCCc4ccncc4)cc3o2)cc1OC	-1%	1	3%	15	29%	-12	x
CCC1(c2ccccc2)NC(=S)N(c2cccc(C)c2C)N1 (stereo not given)	-9%	-7	83%[activator]	-3	-57%	16	14%
CN(C)c1nc(Oc2ccc(=O)[nH]n2)nc(N2CCCCC2)n1	4%	14	21%	-3	x	2	5%
Cc1ccc(S(=O)(=O)N(Cc2cc3ccccc3[nH]c2=O)CC2CCCO2)cc1 (stereo not given)	u	-2	-7%	-1	-20%	u	-4%
Cc1ccc(C)c(OCC(=O)O/N=C(\N)c2cccc([N+](=O)[O-])c2)c1	8%	10	u	-2	-13%	18	3%
O=C(c1ccc(Cl)cc1)c1ccc(Oc2cc(NN3CCCCC3)c([N+](=O)[O-])cc2[N+](=O)[O-])cc1	2%	-2	-7%	-3	-44%	-3	-4%
Cc1c(N2C(=O)c3ccc(Br)cc3C2=O)c(=O)n(-c2ccccc2)n1C	-14%	-11	-30%	-3	-17%	65	5%
COC(=O)CC(NC(=O)c1ccc(C)cc1)c1ccccc1 (stereo not given)	-3%	-11	1%	-3	-17%	18	8%
Cc1c(CC(=O)O)c(=O)oc2c(C)c(OCc3c(F)cccc3Cl)ccc12	3%	-5	0%	-2	-24%	14	11%
CCCCOc1ccc(C(=O)OCC(=O)N2CCOCC2)cc1	-9%	-6	11%	3	29%	29	-8%
COc1ccc(NC(=O)N(C)C[C@H]2Oc3ccc(NC(=O)C4CC4)cc3C(=O)N([C@H](C)CO)C[C@@H]2C)cc1	x	x	13%	x	-20%	7	x
COC(=O)c1ccccc1NC(=O)c1ccc2c(c1)CC(C)O2 (stereo not given)	u	15	6%	2	-27%	196	9%
Cn1cc([N+](=O)[O-])c(C(=O)Nc2nccs2)n1	5%	40	0%	30*	-9%	-96*	-3%
COC(=O)C1=C(C)C(c2cccs2)NC(=O)N1C (stereo not given)	u	-4	2%	-2	-23%	3	10%
CCC(CC)COC(=O)C1=C(C)NC(=O)NC1c1cccc([N+](=O)[O-])c1 (stereo not given)	-3%	-15	0%	-1	-2%	-27	11%
Cc1noc(C)c1-c1ccc2ncnc(NCc3ccc4c(c3)OCO4)c2c1	x	20	x	18	x	x	-8%
COC(=O)N/N=C/c1cn(Cc2ccc(F)cc2)c2ccccc12	2%	7	-1%	8	-1%	-12	-8%
CCOC(=O)c1cc(=O)n(Cc2ccccc2C)c2ccccc12	-5%	10	12%	4	10%	15	5%
C=CCn1c(SCC(=O)c2[nH]c(C)c(C(=O)OCC)c2C)nc2scc(-c3ccc(OC)cc3)c2c1=O	1%	-10	4%	-4	-13%	u	5%
CC1CCCCC1NC(=O)CSc1nnc(COc2ccc(Cl)cc2)o1 (stereo not given)	1%	3	38%[activator]	-3	-6%	-33	6%
Cc1ccc(S(=O)(=O)NCCN2CCOCC2)cc1C	u	7	24%	-1	-3%	67	2%
Cc1ccc(C2SCC(=O)N2Cc2cn3ccsc3n2)o1 (stereo not given)	-9%	1	29%	5	11%	31	u
COC(=O)CCC/C=C1/SCC(NC(=O)c2ccccc2)C1=O (stereo not given)	-10%	-6	-16%	6	3%	-22	-21%
COc1ccc(Nc2cc(C)c3ccc(O)cc3n2)cc1	-7%	52*	-3%	46*	-33%	-40	-25%
COc1ccc(OC)c(S(=O)(=O)N2CCC(C(=O)NCc3cccnc3)CC2)c1	-3%	-6	8%	-10	2%	42	12%
Nc1nc(-c2ccco2)cs1	u	21	-6%	0	-27%	-9	u

An excerpt from above in order of SMILES length, high to low:
SMILES	AmpC detergent	Shiga toxin inh	AMA1 RON2 block	CHX counter	AmpC no deterg	HCMV antiviral	FBPA Giardia inh
CCC(CC)COC(=O)C1=C(C)NC(=O)NC1c1cccc([N+](=O)[O-])c1 (stereo not given)	-3%	-15	0%	-1	-2%	-27	11%
COC(=O)N/N=C/c1cn(Cc2ccc(F)cc2)c2ccccc12	2%	7	-1%	8	-1%	-12	-8%
Cn1cc([N+](=O)[O-])c(C(=O)Nc2nccs2)n1	5%	40	0%	30*	-9%	-96*	-3%
Nc1nc(-c2ccco2)cs1	u	21	-6%	0	-27%	-9	u

Next compounds:
SMILES	AmpC detergent	Shiga toxin inh	AMA1 RON2 block	CHX counter	AmpC no deterg	HCMV antiviral	FBPA Giardia inh
COc1ccc(C2C(C#N)=C(C)NC3=C2C(=O)CC(C)(C)C3)cc1 (stereo not given)	-13%	-18	27%	-6	-23%	-7	-1%
COC(=O)NC1(C(F)(F)F)C(=O)NC(C)=C1C(=O)OC (stereo not given)	u	-8	5%	-3	-14%	59	6%
O=C(NC(=S)Nc1ccc(Cl)cc1)c1ccccc1	3%	72*	-9%	89*	-27%	72	-21%
CCCCn1c(N)c(N(CCOC)C(=O)c2cc(-c3ccccc3Cl)nc3ccccc23)c(=O)[nH]c1=O	u	x	-16%	x	20%	-29	x
Oc1ccc(Br)cc1-c1cc(-c2ccco2)[nH]n1	-7%	42	31%[activator]	8	-32%	-2	-2%
O=S1(=O)NC(c2ccccc2)CC(CC2CCCCC2)O1 (stereo not given)	-9%	1	1%	-2	8.9µM*	-2	-1%
COC(=O)c1nn(-c2nc(-c3ccc(OC)c(OC)c3)cc(C(F)(F)F)n2)cc1[N+](=O)[O-]	0%	-15	-6%	-7	-18%	-5	0%
CC1CC(NC(=O)CCn2c(=O)oc3ccccc32)CC(C)(C)C1 (stereo not given)	0%	-23	-7%	-4	69%[activator]	u	4%
CCOC(=O)C(=CNc1cccnc1Oc1ccc(C)c2c1CCC2)C(=O)OCC	1%	20	-17%	-2	-3%	19	-8%
COc1ccc(-c2nn(C)c(=O)c3ccccc23)cc1CNC(=O)c1ccco1	-13%	23	-4%	15	28%	76	0%

Bioassay records (PubChem BioAssay)
